EPAC2 ag = EPAC2 (human) agonism. Potency, µM (doses to about 154 µM), for the others: at the highest dose activation, usual class: activators. EPAC2 activation, biochemical qHTS; response scale: 100% = 6.5 mM cAMP response. 0.079% of 360,000 active; further: potency means the concentration at half of the fitted maximal effect; nearly all actives have a fitted effect of over 50% in size
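Guanine nucleotide exchange by EPAC2 is measured as reduced fluorescence of BODIPY-GDP once it is released from 250 nM Rap1B. Plates are read kinetically for 30 min at room temperature; results are scaled to 6.5 mM cAMP.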
EPAC2 antag = antagonists of human EPAC2; Q8WZA2; EPAC2 GEF exchange of Rap1B-BODIPY-GDP, fluorescence; Potency, µM (highest dose often 114 µM), without a hit: at the top dose activity, negative = inhibition, actives largely listed as inhibitors; 0.18% of 360,000 active; AID 720708; further: potency means the concentration at half of the fitted maximal effect; on the % scale 0 is the no-effect control and ±100 the full control effect; nearly all actives have a fitted effect of over 45% in size; many of its hits are not listed in these tables
aSyn rescue = rescues yeast growth from alpha-synuclein toxicity; AID 652106; Yeast expressing alpha-synuclein, growth rescue, BacTiter-Glo, 24 h; Potency, µM (series often up to 46.1 µM), for the others: at the top dose growth rescue (activation), hits mostly activators; 0.14% of 370,000 active; further: potency means the concentration at half of the fitted maximal effect; % of control where 0% means no effect; nearly all actives have a fitted effect of over 65% in size
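Readout is rescue of growth in alpha-synuclein-expressing yeast, so inhibitors of toxicity appear as activators. Growth after 24 hr at 30 deg C in galactose medium is quantified by luminescence.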
TDP-43 yeast inh = inhibitors of TDP-43 toxicity in yeast. TDP-43 expressing yeast growth rescue, BacTiter-Glo, 24 h. Potency, µM (titrated, usually from 46.1 µM), for the others: top-dose growth rescue (activation), hits mostly activators. 1.8% of 410,000 active. AID 652104; further: potency means the concentration at half of the fitted maximal effect; % of control where 0% means no effect; nearly all actives have a fitted effect of over 50% in size
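Readout is BacTiter-Glo luminescence of cell growth, so inhibitors register as activators. TDP-43-expressing yeast at OD600=0.02 in galactose medium, after raffinose pregrowth to mid-log, were incubated with compound for 24 hr at 30 deg C.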
DRD3 antagonist = D3 dopamine receptor (human) antagonism. P35462. D3R cells, DiscoveRx beta-arrestin luminescence, antagonist mode; active compounds read low. max response, negative = inhibition, %. 2.5% of 360,000 active; in the data active means max response below about -50%; inconclusive means no clear call, values can overlap the other calls; further: on the % scale 0 is the no-effect control and ±100 the full control effect; mostly tested at two doses, the higher about 12 µM
Target sequence (P35462 whole entry, looked up): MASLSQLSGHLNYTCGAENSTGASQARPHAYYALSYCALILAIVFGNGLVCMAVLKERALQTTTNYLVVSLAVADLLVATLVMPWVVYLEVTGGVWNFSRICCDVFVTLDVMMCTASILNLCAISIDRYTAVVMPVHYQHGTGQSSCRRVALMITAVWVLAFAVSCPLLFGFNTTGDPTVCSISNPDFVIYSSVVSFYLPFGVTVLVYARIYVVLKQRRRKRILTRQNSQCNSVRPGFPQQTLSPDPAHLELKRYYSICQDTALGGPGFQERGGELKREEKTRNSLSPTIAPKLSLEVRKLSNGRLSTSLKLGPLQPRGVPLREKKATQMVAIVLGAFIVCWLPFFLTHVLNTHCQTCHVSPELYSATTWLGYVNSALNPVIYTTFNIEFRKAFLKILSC
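Cells expressing the human receptor were seeded at 1500 cells/well, incubated overnight at 37 degrees C in 5% CO2, then exposed to library compounds with dopamine controls for 90 minutes at 37 degrees C before luminescent detection.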
Abeta rescue = compounds reversing amyloid beta toxicity in yeast. 0.063% of 410,000 active. yeast expressing A-beta42, growth rescue, OD600, 48 h; response scale: 0% DMSO, 100% iron-clioquinol control. AID 1347071. Potency, µM (doses to about 46.1 µM), for inactives: at the highest dose growth rescue, hits mostly activators; further: potency means the concentration at half of the fitted maximal effect; nearly all actives have a fitted effect of over 55% in size
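Yeast growth medium received pinned compounds, then yeast cells expressing toxic A-beta were added; plates incubated at 30 C for 48 hr. Growth read as absorbance at 600 nm, normalized to DMSO and equimolar FeCl3 plus clioquinol controls.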
D3 ag = D3 dopamine receptor (human) agonism; P35462; D3R DiscoveRx beta-arrestin cells, luminescence, 90 min; max activation, %; 0.58% of 410,000 active; AID 652048; in the data active means max activation above about 30%; further: 0% is about no effect; mostly tested at two doses, the higher about 12 µM
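Cells at 1500/well, incubated overnight, then treated with pinned compounds (dopamine as control) for 90 min at 37 degrees C. DiscoveRx reagent added for 30 - 60 minutes at room temperature; luminescence read.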
FUS suppressor = FUS proteinopathy suppression in yeast. AID 1347120. 0.24% of 390,000 active. Potency, µM (doses to about 76.6 µM), inactives show at the top dose growth rescue (activation), hits mostly activators. S. cerevisiae FUS-expressing, growth rescue, OD600, 24 h;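 further: potency means the concentration at half of the fitted maximal effect; plate controls were DMSO vehicle for no effect and reference control for full effect; nearly all actives have a fitted effect of over 55% in size; some results filed as inactive show a strong effect at the top dose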
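Galactose (2%) drives FUS expression in yeast precultured in raffinose; seeding density OD 0.005. Test compounds incubated 24hr at 30C and 99% humidity before absorbance at 600 nm was measured.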
Starred values were filed as active, the others as inactive; ? = inconclusive; / = not tested or not shown; & = joins results of further samples; [ ] = another dose, or the depositor's remark. Unless noted, the call rests on the fitted dose curve; in most records, active means well fitted curve in the direction sought with a large enough effect; inconclusive means small, poorly fitted or top-dose-only effect, or another doubt; inactive means no such curve, though single readings can be large; an effect the other way counts as inactive or inconclusive. A portion of the library; count on the stated rates, not on these rows.

#	molecule	EPAC2 ag	Abeta rescue	TDP-43 yeast inh	aSyn rescue	DRD3 antagonist	FUS suppressor	EPAC2 antag	D3 ag
1	OC1/C(=C/c2ccc(C(F)(F)F)cc2)N2CCC1CC2 (stereo not given)	-2%	-4%	-13%	0%	11	1%	13%	4
2	COc1ccc(-c2nc3ccccc3c(=O)o2)cc1	4%	-5%	-11%	2%	-2	7%	-8%	-1
3	CCOC(=O)C(O)(c1ccc(N=c2ccccn2C)cc1)C(F)(F)F (stereo not given)	6%	-15%	-24%	-22%	-3	25%	19%	-13
4	Cc1ccc(C(=O)c2cc(Br)ccc2N)cc1	12%	-21%	21%	12%	-8	-15%	?	5
5	Nc1ccc2ccc3cccc[n+]3c2c1	112µM*	-20%	-29%	-14%	-14	5%	360%[activator]	-8
6	O=c1[nH]c(=S)n(C2CC2)c(O)c1C=NCc1cccnc1	7%	-9%	-17%	-6%	-6	14%	3%	-4
7	O=[N+]([O-])c1ccc(OP(=O)(O)Oc2ccc([N+](=O)[O-])cc2)cc1	2%	2%	-4%	-6%	-27	-4%	-11%	-6
8	Cc1ccc(OCC(=O)N/N=C\c2ccc(O)c([N+](=O)[O-])c2)c([N+](=O)[O-])c1	?	-17%	-1%	0%	-2	36%	-13%	4
9	Cc1ccc(NC(=O)c2snnc2C)cc1Cl	8%	0%	18%	-1%	1	0%	-2%	6
10	CCN(C(=O)Oc1ccccc1)c1ccc(C(O)(C(=O)OC)C(F)(F)F)cc1 (stereo not given)	2%	10%	6%	0%	7	/	-1%	0
11	c1ccc2[nH]c(CCN3CCCCC3)nc2c1	4%	-5%	1%	-9%	?	-32%	-1%	-4
12	O=C1NC(=O)C(CCOc2ccccc2)(CCc2ccccc2)C(=O)N1	13%	-1%	-5%	-6%	-1	11%	17%	5
13	COc1ccc(N2C(=O)/C(=C/C=C/c3ccccc3[N+](=O)[O-])C(=O)NC2=S)cc1	-4%	2%	?	19%	-6	35%	-8%	6
14	c1ccc(Nc2ccc(Nc3ccccc3)cc2)cc1	8%	5%	12%	?	?	-8%	-18%	-14
15	CN(C)c1ccc(C=C(C#N)C#N)cc1	14%	4%	10%	3%	-10	-7%	-2%	-1
16	Cc1ccc(OCC(=O)N2CCN(Cc3ccc4c(c3)OCO4)CC2)cc1	13%	-17%	-5%	-1%	?	-6%	3%	-21
17	COc1cccc(NC(=O)N2CCc3nc(Nc4ccc(C(C)C)cc4)ncc3C2)c1	3%	?	13µM*	30%	9	35%	-11%	15
18	CN1CCN(Cc2ccccc2C(F)(F)F)CC1	2%	3%	-5%	-8%	-22	-11%	20%	0
19	O=C(NC(=S)N1C[C@H]2C[C@H](C1)c1cccc(=O)n1C2)c1ccc(F)cc1	6%	15%	10%	1%	21	-6%	-14%	-19
20	COc1cc2c(c(OC)c1OC)-c1ccc(O)c(=O)cc1C(NC(C)=O)CC2 (stereo not given)	0%	-2%	-4%	0%	-12	17%	3%	-10
21	C[C@H]1COC(=O)[C@@H](Cc2ccc(F)cc2)CC/C=C/C[C@@H](CC(=O)N(CCO)Cc2ccccc2)C(=O)N1	8%	-4%	?	-2%	30	30%	-4%	2
22	COC(=O)c1ccc(COc2cc(C)cc3oc(=O)c4c(c23)CCCC4)o1	12%	-15%	-21%	-2%	-6	4%	8%	-16
23	C[C@]12CCC3C(CC[C@@H]4C[C@H](O)CC[C@]34C)C1CCC2=O (stereo not given in full)	-3%	-1%	-13%	4%	17	18%	2%	2
24	COC(=O)c1ccc(N=C(c2ccccc2)c2c(O)n(C)c(=O)n(C)c2=O)cc1	3%	-2%	-23%	9%	10	-19%	-5%	4
25	O=C(CN1C2CCC1CC(O)(c1cccnc1)C2)Nc1ccc2c(c1)OCO2 (stereo not given)	10%	-2%	2%	0%	0	23%	-2%	-2
26	Cc1ccc(-n2cc(CNC(C)Cc3cnccn3)c(-c3cccc(C)c3)n2)cc1 (stereo not given)	5%	15%	9%	2%	10	15%	1%	-6
27	CCN(CC)c1ccc(/C=N/c2sc3c(c2C#N)C2CCN3CC2)c(O)c1	20%	-5%	21%	5%	-3	-15%	26%	-3
28	COc1cc(/C=C(/C)[N+](=O)[O-])ccc1OCc1ccccc1Cl	7%	7%	-14%[0.397 µM]	14%	?	10%	2%	-16
29	CN1C(=O)NC(=O)/C(=C/c2ccc(C(=O)O)cc2)C1=O	7%	15%	-5%	1%	-1	-12%	14%	-4
30	O=c1[nH]c(=S)[nH]c(O)c1N=Nc1ccc2c(c1)OCO2	-19%	-18%	-13%	-6%	?	-10%	4%	-12
31	Cc1cc(CN(C)C)c(OC(=O)N(C)C)cc1C	1%	12%	-5%	-5%	?	-11%	3%	1
32	O=C(c1cc(F)ccc1F)C1CCCN(CCCc2ccccc2)C1 (stereo not given)	-4%	2%	-19%	-2%	-74*	1%	-1%	-15

Compound profiles, from the list above.
COc1cc(/C=C(/C)[N+](=O)[O-])ccc1OCc1ccccc1Cl across the screens: EPAC2 ag: 7%; Abeta rescue: 7%; TDP-43 yeast inh: -14%[0.397 µM]; aSyn rescue: 14%; DRD3 antagonist: ?; FUS suppressor: 10%; EPAC2 antag: 2%; D3 ag: -16
O=c1[nH]c(=S)[nH]c(O)c1N=Nc1ccc2c(c1)OCO2 across the screens: EPAC2 ag: -19%; Abeta rescue: -18%; TDP-43 yeast inh: -13%; aSyn rescue: -6%; DRD3 antagonist: ?; FUS suppressor: -10%; EPAC2 antag: 4%; D3 ag: -12
O=C(c1cc(F)ccc1F)C1CCCN(CCCc2ccccc2)C1 (stereo not given) across the screens: EPAC2 ag: -4%; Abeta rescue: 2%; TDP-43 yeast inh: -19%; aSyn rescue: -2%; DRD3 antagonist: -74*; FUS suppressor: 1%; EPAC2 antag: -1%; D3 ag: -15

Next part
#	molecule	EPAC2 ag	Abeta rescue	TDP-43 yeast inh	aSyn rescue	DRD3 antagonist	FUS suppressor	EPAC2 antag	D3 ag
33	CCC1(C(=O)c2ccccc2)C2c3ccccc3OC(=O)C21C(C)=O (stereo not given)	8%	-9%	-11%	8%	-2	9%	-26%	4
34	COc1ccc(C(O)CNC(C)C)c(F)c1OC (stereo not given)	1%	1%	/	/	/	-5%	1%	/
35	Cc1ccccc1-n1c(-c2ccc([N+](=O)[O-])cc2)nc2ccccc2c1=O	3%	-4%	?	20µM*	7	8%	-18%	2
36	Cc1ccccc1C(=O)NNC(=S)NC(=O)COc1ccccc1	12%	17%	3%	3.2µM*	-22	4%	-1%	-4
37	CCN1CCN(Cc2cc(Br)cc(OC)c2O)CC1	7%	14%	-27%	1%	-53*	20%	12%	-38
38	Cc1ccc(OP(=O)(NC(C)c2ccccc2)Oc2ccc(C)cc2)cc1 (stereo not given)	10%	-4%	23%	-1%	14	-44%	?	4
39	CNC(=O)CSP(=S)(OC)OC	17%	-20%	20%	1%	-16	-36%	-5%	18
40	Cc1nc(CCl)cc(=O)[nH]1	3%	6%	-10%	7%	-4	19%	14%	12
41	CC(C)(C)c1ccc(S(=O)(=O)N2CC3CC(C2)c2cccc(=O)n2C3)cc1 (stereo not given)	3%	-4%	-16%	2%	-7	3%	0%	1
42	CCOC(=O)C1CCN(/C=C2/C(=O)NC(=O)N(c3cccc(C)c3C)C2=O)CC1	11%	9%	11%	2%	5	-5%	4%	3
43	COc1ccc(NC(C)=O)cc1NC(=O)c1cccn(Cc2ccccc2)c1=O	/	-11%	-7%	/	/	-7%	/	-8
44	CCC(=NCCC1=CCCCC1)c1c(O)[nH]c(=O)[nH]c1=O	-5%	20%	-8%	-8%	0	-2%	7%[57.1 µM]	-2
45	c1ccc(CC2CCCCN2)cc1 (stereo not given)	4%	9%	2%	-5%	0	0%	-2%	-4
46	CSc1ncc(C(=O)Nc2ccc(Cl)cc2C(=O)c2ccccc2)c(C)n1	/	-10%	17%	/	/	7%	/	5
47	O=C(Nc1cccc(C(F)(F)F)c1)OC1CN2CCC1CC2 (stereo not given)	2%	7%	19%	0%	-7	-28%	-4%	-5
48	C#CCOC(=O)C1=CCCN(C)C1	7%	-11%	4%	0%&0%	-9	-32%	-4%	-46
49	CC[C@]1(C(=O)OC)[C@H]2C(=O)N(Cc3ccccc3)C(=O)[C@H]2[C@H]2CN=C(SCc3ccc(C#N)cc3)N21	8%	-1%	?	-1%	-11	-10%	-24%	2
50	COC(=O)N(c1ccccc1)P1(=S)OCCO1	1%	-3%	9%	-29%	-5	20%	12%	0
51	COc1ccccc1Sc1ccccc1CC(C)N (stereo not given)	-3%	20%	11%	2%	8	/	17%	-2
52	O=C(NP(=O)(N1CC1)N1CC1)c1cc(I)ccc1I	0%	-4%	0%	-8%	7	/	0%	5
53	CCC(=O)OC1(Cc2ccc(CC)cc2)CC(C)N(C)CC1C (stereo not given)	2%	-10%	-8%	1%	-56*	16%	12%	-45
54	CN1C(=O)/C(=C/c2cccn2-c2ccc3ccccc3c2)C(=O)NC1=S	-4%	5%	-18%	-8%	-2	?	1%	-4
55	O=P(O)(O)C12CC3CC(CC(C3)C1)C2	-3%	12%	-16%	-20%	4	13%	2%	6
56	O=c1cccc2n1C[C@H]1C[C@@H]2CN2CCCC[C@@H]12	0%	-2%	-6%	4%	12	-3%	6%	5
57	COc1ccc(C2=NCC(=S)Nc3ccc(Cl)cc32)cc1OC	4%	9%	-11%	-11%	-19	8%	6%	-1
58	CC(=O)N1N=C(c2c(O)n(C)c(=O)n(C)c2=O)CC1c1ccccc1 (stereo not given)	0%	-16%	-16%	-3%	12	28%	-25%	-6
59	COc1ccc(O)c(C(=O)c2cnn(-c3ccccn3)c2)c1	4%	-21%	?	-14%	2	6%	-13%	5
60	Nc1c(C(=O)NCCCc2ccccc2)c2nc3ccccc3nc2n1Cc1cccs1	13%	12%	-9%	1%	23	44%	-9%	35*
61	CC(C)OP(=O)(OC(C)C)C(Nc1ccccc1)c1ccccc1C(F)(F)F (stereo not given)	-22%	19%	?	1%	9	/	-25%	-4
62	CC1CCCC(NC(=O)CNC(=S)N2CC3CC(C2)c2cccc(=O)n2C3)C1C (stereo not given)	2%	12%	10%	3%	16	23%	6%	-2
63	CCCCC(=O)N/N=C/c1c(O)n(CCCC)c(=S)[nH]c1=O	-7%	-15%	11%	0%	-7	20%	4%	8
64	CC(NCc1ccccc1C(F)(F)F)C(O)c1ccccc1 (stereo not given)	5%	-6%	-12%	-1%	-10	-14%	1%	-1

Compound activity as filed in PubChem BioAssay.
